High-throughput results from PubChem BioAssay.
E coli Lon inh: inhibitors of E. coli Lon protease | P0A9M0 | purified E. coli Lon protease, fluorescence polarization | inhibition, % at 7.94 µM | 360,000 tested, 0.42% active; in the data active means inhibition above about 13%, passing the limit was not always enough;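 further: 0% = enzyme with probe and DMSO and 100% = no enzyme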
CendR NRP1 mod: NRP-1/CendR interaction modulation. inhibition, % at 25 µM. AID 602438. O14786. FAM-RPARPAR peptide binding to NRP-1, fluorescence polarization. 360,000 tested, 0.85% active;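 active means inhibition or corrected inhibition above about 18%, plus a signal ratio from 0.5 to 1.5, limit read from the data, passing the limit was not always enough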; further: strong numbers were not always called active
Target sequence (O14786 whole entry, looked up): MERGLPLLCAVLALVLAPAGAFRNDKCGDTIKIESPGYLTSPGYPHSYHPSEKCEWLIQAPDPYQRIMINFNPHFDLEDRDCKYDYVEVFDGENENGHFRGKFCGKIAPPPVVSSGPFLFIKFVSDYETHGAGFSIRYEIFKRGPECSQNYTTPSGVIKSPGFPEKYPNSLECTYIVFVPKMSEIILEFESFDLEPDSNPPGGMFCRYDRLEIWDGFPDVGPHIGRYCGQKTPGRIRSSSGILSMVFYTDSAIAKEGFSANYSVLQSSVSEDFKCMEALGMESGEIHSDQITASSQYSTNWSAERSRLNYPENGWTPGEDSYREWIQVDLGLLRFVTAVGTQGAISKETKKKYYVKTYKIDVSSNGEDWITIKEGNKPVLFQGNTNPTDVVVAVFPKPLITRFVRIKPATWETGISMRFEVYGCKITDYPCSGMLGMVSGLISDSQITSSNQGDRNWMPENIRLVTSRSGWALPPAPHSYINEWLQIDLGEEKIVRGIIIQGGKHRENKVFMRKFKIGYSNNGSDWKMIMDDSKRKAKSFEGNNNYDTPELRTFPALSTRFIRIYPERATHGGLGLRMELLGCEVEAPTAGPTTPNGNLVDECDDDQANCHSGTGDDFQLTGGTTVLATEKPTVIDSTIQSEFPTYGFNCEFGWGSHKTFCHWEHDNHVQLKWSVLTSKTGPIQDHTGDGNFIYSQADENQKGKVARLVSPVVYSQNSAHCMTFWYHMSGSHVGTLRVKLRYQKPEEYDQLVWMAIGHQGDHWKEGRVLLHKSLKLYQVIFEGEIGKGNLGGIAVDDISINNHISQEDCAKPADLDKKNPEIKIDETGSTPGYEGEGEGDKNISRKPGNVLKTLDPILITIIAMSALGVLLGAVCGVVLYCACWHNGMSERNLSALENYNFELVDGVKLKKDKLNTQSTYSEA
SUMO1-SIM PPI: modulators of human SUMO1-mediated protein-protein interactions. P63165. SUMO1 binding to a labelled peptide, TR-FRET, 1 h. inhibition, % at 20 µM. 360,000 tested, 0.33% active; in the data active means inhibition above about 37%
DNMT1 block: DNMT1 (human) enzyme inhibition; P26358; AID 588458; DNMT1 molecular beacon, Hinp1I cleavage, fluorescence; 360,000 tested, 0.83% active; inhibition (reported as % activation of signal), % at 10 µM; in the data active means inhibition above about 50%
Tb MetRS inh: blocks T. brucei methionyl-tRNA synthetase activity; inhibition, % at 11.9 µM; purified T. brucei MetRS, ATP depletion, Kinase-Glo luminescence; 360,000 tested, 0.4% active;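 active means inhibition above a per-plate cutoff of the control wells' mean inhibition plus 3 SD, cut at about 5.5% in these data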;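 further: 0% = DMSO wells median and 100% = median of wells with control inhibitor compound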
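assay system = parasite MetRS enzyme | timing = 15 min preincubation, 2 h reaction, all 25 °C | evaluation = percent inhibition relative to median high and low control wells | medium = HEPES buffer containing pyrophosphatase, BSA, spermine, DTT | compound = single dose, 11.9 µM final nominal, 0.9% final DMSO | detection = Kinase-Glo luminescence, ATP depletion format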
MsrA inh: inhibitors of bovine MsrA; inhibition, % at 15.5 µM; 360,000 tested, 0.75% active; purified bovine MsrA, absorbance read-out; AID 651718; in the data active means inhibition above about 4.5%;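 further: 0% = vehicle wells with enzyme and 100% = reference inhibitor wells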
LMPTP inh: LMPTP (human) inhibition; inhibition, % at 20 µM; recombinant LMPTP-A, OMFP fluorogenic substrate, fluorescence intensity; P24666; 360,000 tested, 0.22% active;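 active means compounds that cut the enzyme signal by at least half of the control window in the single-dose screen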;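 further: plate controls were DMSO wells with enzyme plus substrate for no effect and substrate without enzyme for full effect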
Target sequence (P24666 whole entry, looked up): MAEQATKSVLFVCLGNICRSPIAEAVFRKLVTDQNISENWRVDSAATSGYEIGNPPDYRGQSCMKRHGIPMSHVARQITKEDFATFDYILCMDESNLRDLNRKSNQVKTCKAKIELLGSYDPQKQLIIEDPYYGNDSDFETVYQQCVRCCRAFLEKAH
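Test system: LMPTP-A phosphatase enzyme; input: 0.625 nM LMPTP-A final; reagent: OMFP substrate, 400 µM final; compound dosing: 20 µM single dose, 3% DMSO; incubation: 50 min dark incubation at room temperature; measured by: endpoint fluorescence intensity from OMFP dephosphorylation; measure: % inhibition relative to no-enzyme and uninhibited control wells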
Scp-1 inhibitor: inhibitors of human Scp-1 phosphatase | Recombinant Scp1, phosphopeptide, malachite green phosphate absorbance | inhibition, % at 20 µM | 340,000 tested, 0.88% active | Q9GZU7;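 active means inhibition above about 50% at 20 µM, limit read from the data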;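 further: plate controls were DMSO wells with enzyme for no effect and wells lacking enzyme for full effect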
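Material – SCP-1 phosphatase catalytic domain, residues 76-261 · Buffer or medium – Acidic Tris acetate buffer with magnesium and detergent · Also added – Phospho 17-mer peptide substrate · Compound – single 20 µM dose, 1% DMSO · Times – 45 min room-temperature reaction, 5 min colour, 30 min stabiliser · Technique – Phosphate-binding colour reagent, absorbance read at 630 nm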
STEP inh: blocks human striatal-enriched tyrosine phosphatase; P54829; recombinant STEP, OMFP fluorogenic substrate, fluorescence; inhibition, % at 20 µM; 360,000 tested, 0.25% active; AID 588621;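 active means inhibition at 20 µM, scaled per plate between control wells, above about 37%, limit read from the data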;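 further: 0% = DMSO with enzyme and substrate and 100% = substrate only without enzyme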
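Assay system: isolated STEP enzyme. Buffer or medium: pH 6.0 Bis-Tris with DTT and Tween 20. Also added: fluorogenic phosphatase substrate OMFP at 25 µM final. Dosing: 20 µM, 1% DMSO. Timing: 20 min reaction, room temperature, in the dark. Measured by: fluorescence intensity, excitation 480 nm, emission 540 nm. Evaluation: normalized % inhibition.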
bovine MsrA act: activates bovine MsrA enzyme | purified bovine MsrA, absorbance read-out | 360,000 tested, 0.3% active | activation, % at 10.6 µM; in the data active means activation above about 7.5%;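 further: 0% = vehicle and 100% = reference activator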
The depositor's hits bear a star; . = not tested or not shown.

SMILES	E coli Lon inh	CendR NRP1 mod	SUMO1-SIM PPI	DNMT1 block	Tb MetRS inh	MsrA inh	LMPTP inh	Scp-1 inhibitor	STEP inh	bovine MsrA act
O=C1C2C3C=CC(C4CC34)C2C(=O)N1/N=C/c1ccc(-c2ccc(Cl)cc2[N+](=O)[O-])o1 (stereo not drawn)	5	-6	-17	-6	1.6	1.6	1.6	-11	2	-6
O=C(O)c1ccc(-n2cccc2/C=N\NC(=O)c2cc3cc(Br)ccc3o2)cc1	-9	-58	84*	102*	0.5	3.2	23	80*	14	-6
CC(=O)NC(Cc1cc(C)ccc1C)C(=O)N1CCN(C(=O)Nc2ccc(C(C)=O)cc2)CC1 (stereo not drawn)	10	-4	2	-7	-1.2	1.3	-1.0	-8	-1	-6
C=CCNc1oc(C2CCCC2)nc1C#N	-11	-2	-2	1	-0.1	-0.5	-0.6	-11	-1	-1
Cc1nc(SCC(=O)Nc2nc3ccccc3s2)n[nH]1	-3	3	-2	6	-0.5	-0.2	-1.9	0	-4	-7
Cc1ccccc1C1NS(=O)(=O)N=C1N (stereo not drawn)	0	1	-2	1	-0.6	-0.1	-0.4	-4	-1	2
COc1ccc(NS(=O)(=O)c2ccc(Oc3c(C#N)cccc3C#N)cc2)cc1	14	7	7	-2	-0.3	-0.3	2.0	-18	-1	-6
CC(C)C(C(=O)NCC1CCCO1)N(Cc1ccco1)C(=O)CNS(=O)(=O)c1ccc(F)cc1 (stereo not drawn)	2	-3	-1	2	-0.4	-0.7	-2.0	10	-5	-11
O=C(Nc1ccccc1)c1ccc(S(=O)(=O)Nc2cccc(O)c2)cc1	2	2	3	-2	-0.3	0.5	1.1	-10	-5	-2
Cc1ccc(-c2nn(CCC(=O)NCC3CCCO3)c(=O)c3ccccc23)cc1 (stereo not drawn)	0	14	-5	0	-0.2	0.7	1.1	-9	-1	-2
CC1(C)CC(=O)c2c(-c3cccnc3)n[nH]c2C1	-8	0	-3	0	-1.0	-0.7	-0.1	0	-1	-11
CCOC(=O)C1CCN(S(=O)(=O)c2ccc(Cl)cc2OC)CC1	4	7	3	3	-0.7	1.6	-0.3	-3	13	-3
COc1cc2c(cc1NC(=O)CN(C)Cc1cccc(OC)c1OC)oc1ccccc12	-7	4	-3	-11	-0.3	0.4	5.0	6	-1	-5
COc1ccc2cc([C@H](C)C(=O)N(C)Cc3ccccc3N3CCCC3)ccc2c1	-4	-23	5	-7	-0.2	-0.4	4.8	15	1	-5
CCOC(=O)c1cnn2c(N)c(C#N)cnc12	-2	9	-2	3	-1.2	2.4	-1.9	6	4	-5
Nc1cccc(-c2cncc(N3CCN(Cc4ccccn4)CC3)n2)c1	11	2	-7	-2	0.2	0.6	-1.1	.	-3	-6
Cc1nc2nc(C)n(CCN3CCOCC3)c(=O)c2c(-c2cccc([N+](=O)[O-])c2)c1C(=O)CCCCCCCCCCN1CCC(c2ccccc2)(c2ccccc2)CC1	5	-3	-20	-52	-0.6	-0.5	37	27	15	5
COc1ccccc1/C=N/NC(=O)c1ccc2c(c1)OCO2	-5	1	-6	-2	-1.2	2.0	0.4	-12	-1	5
COc1ccccc1N(C)S(=O)(=O)c1ccc(Cl)c(C(=O)Nc2cccc(C)n2)c1	3	-2	-1	0	-0.5	-0.2	1.0	-3	1	-6
O=C(Nc1ccc(Br)cc1)c1cccnc1N1CCCCC1	-1	1	-3	-5	-0.4	1.2	0.9	-3	-4	-2
COc1ccc(/C=C/C(=O)C2(O)CCCCC2)cc1	-1	-6	-4	2	-0.6	5.2*	-1.1	-4	0	-6
CC(C)NC(=O)N(C)C[C@H]1Oc2ccc(NS(=O)(=O)c3ccccc3)cc2C(=O)N([C@H](C)CO)C[C@H]1C	7	-6	2	0	-0.1	-0.3	-0.5	1	-2	-2
Cc1ccn2c(=O)nc(SCC(=O)N3CCC(C)CC3)nc2c1	0	-6	-1	2	-0.1	2.2	-0.3	2	-1	-2
COCCCNC(=O)CCc1nc2cccnc2n1Cc1ccccc1	-4	-7	-1	2	-0.6	-0.1	-2.0	-3	-1	-4
O=C(Nc1ccc(C(=O)N2CCCCC2)cc1)C1CCC1	-7	2	0	3	-0.9	2.1	0.4	-8	-2	-1

Given as comma-separated lines: entries from further up
SMILES,E coli Lon inh,CendR NRP1 mod,SUMO1-SIM PPI,DNMT1 block,Tb MetRS inh,MsrA inh,LMPTP inh,Scp-1 inhibitor,STEP inh,bovine MsrA act
O=C1C2C3C=CC(C4CC34)C2C(=O)N1/N=C/c1ccc(-c2ccc(Cl)cc2[N+](=O)[O-])o1 (stereo not drawn),5,-6,-17,-6,1.6,1.6,1.6,-11,2,-6
O=C(O)c1ccc(-n2cccc2/C=N\NC(=O)c2cc3cc(Br)ccc3o2)cc1,-9,-58,84*,102*,0.5,3.2,23,80*,14,-6
CC(=O)NC(Cc1cc(C)ccc1C)C(=O)N1CCN(C(=O)Nc2ccc(C(C)=O)cc2)CC1 (stereo not drawn),10,-4,2,-7,-1.2,1.3,-1.0,-8,-1,-6
C=CCNc1oc(C2CCCC2)nc1C#N,-11,-2,-2,1,-0.1,-0.5,-0.6,-11,-1,-1
Cc1nc(SCC(=O)Nc2nc3ccccc3s2)n[nH]1,-3,3,-2,6,-0.5,-0.2,-1.9,0,-4,-7
Cc1ccccc1C1NS(=O)(=O)N=C1N (stereo not drawn),0,1,-2,1,-0.6,-0.1,-0.4,-4,-1,2
COc1ccc(NS(=O)(=O)c2ccc(Oc3c(C#N)cccc3C#N)cc2)cc1,14,7,7,-2,-0.3,-0.3,2.0,-18,-1,-6
CC(C)C(C(=O)NCC1CCCO1)N(Cc1ccco1)C(=O)CNS(=O)(=O)c1ccc(F)cc1 (stereo not drawn),2,-3,-1,2,-0.4,-0.7,-2.0,10,-5,-11
O=C(Nc1ccccc1)c1ccc(S(=O)(=O)Nc2cccc(O)c2)cc1,2,2,3,-2,-0.3,0.5,1.1,-10,-5,-2
Cc1ccc(-c2nn(CCC(=O)NCC3CCCO3)c(=O)c3ccccc23)cc1 (stereo not drawn),0,14,-5,0,-0.2,0.7,1.1,-9,-1,-2

(listing goes on)
SMILES	E coli Lon inh	CendR NRP1 mod	SUMO1-SIM PPI	DNMT1 block	Tb MetRS inh	MsrA inh	LMPTP inh	Scp-1 inhibitor	STEP inh	bovine MsrA act
Clc1ccccc1C=NNc1ccccn1	-7	10	-4	8	-0.2	0.7	-1.2	0	2	-4
COc1ccc(C(=O)Nc2cc(C)ccc2NC(=O)COc2ccccc2)cc1	9	-4	6	-2	-0.7	1.1	-1.4	-2	3	1
CCOP(=O)(OCC)c1ccc2c(c1)C(=O)c1ccccc1CC2	1	4	-1	4	-0.3	-1.7	-2.0	-3	-2	-4
O=c1c2ccccc2c(=O)n(Cc2ccccc2)n1Cc1ccccc1	0	-1	-1	-7	0.0	-0.8	6.4	-14	3	-3
CC(C)[C@H]1C(=O)Nc2ccccc2N1C(=O)N[C@@H](Cc1ccccc1)C(=O)N[C@H](Cc1ccccc1)C(=O)O	-3	-4	5	-1	-0.5	1.1	-3.1	7	-1	-3
O=C(Oc1ccccc1C(=O)N1CCOCC1)c1ccc(F)cc1	6	2	4	0	-0.4	0.2	1.7	97*	2	-7
COCCNC(=O)CSc1nc2nc(C)cc(C)n2n1	2	12	1	1	-0.5	1.6	-1.1	-5	1	-2
C=CCN1C(=O)c2ccc(C(=O)N(CC)CC(=O)Nc3c(F)cccc3F)cc2C1=O	2	15	-23	-1	0.5	-0.7	-1.6	-6	0	-2
Cc1cc(C)cc(-n2c3ccc(NC(=O)Cc4cccc5ccccc45)cc3c(=O)n2C)c1	3	-9	-4	-8	-0.3	-0.4	6.1	.	3	-1
CN(CCNC(=O)c1cccc(N2CCCC2=O)c1)Cc1ccccc1	-13	18*	-4	5	0.1	1.5	-2.4	-6	1	-4
CCN1CC(CNC(=O)c2ccc3nc(Cc4cccc(Cl)c4)oc3c2)CC1=O (stereo not drawn)	-5	-1	3	3	0.4	-0.8	-0.8	-9	-2	-1
CCCCC(=O)NC(c1ccc([N+](=O)[O-])cc1)c1c(O)ccc2ccccc12 (stereo not drawn)	-1	10	-18	-12	0.9	0.4	2.1	-13	2	-5
Cc1cc(C(=O)N/N=C2\CC(=O)CC(C)(C)C2)c(C)n1-c1ccc(F)cc1	-4	-11	0	-18	-0.6	0.3	-0.3	-5	-2	-5
Cc1cc(OCC(=O)N(Cc2cccs2)C2CCS(=O)(=O)C2)ccc1Cl (stereo not drawn)	2	9	-1	2	-0.2	-0.9	-0.1	-4	-2	-1
COc1cc(N2CCCC2)c(OC)cc1/C=C(/C#N)c1cccc(Br)c1	-48	-130	-41	-1	-1.8	.	5.0	6	-10	-5
CCCn1c2ccccc2c2cn[nH]c(=O)c21	-3	-9	1	-3	-0.6	0.7	-2.4	-6	-2	-3
Cc1ccc(Nc2nnc(SCC(=O)c3c(N)n(C4CC4)c(=O)[nH]c3=O)s2)cc1C	-6	0	10	-4	-0.2	0.1	0.1	-5	-1	-6
COc1cc(S(=O)(=O)NC2CCCCC2C)ccc1-n1cnnn1 (stereo not drawn)	6	4	0	1	-1.0	1.6	-0.9	-2	-5	-9
O=c1[nH]ccc2c([N+](=O)[O-])cccc12	0	-1	-19	-3	-0.5	-0.2	-2.8	-3	-2	-1
O=C(Cn1c(=O)n(-c2ccccc2)c(=O)c2sccc21)NCc1ccccc1	-6	1	1	-1	0.1	-1.8	-1.1	-2	1	-2
CC12CCC(=O)N1C(C(=O)Nc1cccc(S(=O)(=O)N3CCCCC3)c1)CS2 (stereo not drawn)	-13	-1	4	0	-0.4	0.3	-1.3	3	-1	-1
COc1ccc(C(=O)NNC(=O)CCCCC(=O)NNC(=O)c2ccc(OC)cc2)cc1	-1	6	1	8	-0.6	0.6	0.4	-7	-2	-10
COC(=O)C1=C(C(=O)OC)C2(OC1c1cccc(F)c1)C(=O)c1ccccc1C2=O (stereo not drawn)	-4	8	-2	0	-1.1	0.0	-1.0	-7	4	-6
N#CCC(=O)N/N=C/c1ccc(OCc2ccccc2)cc1	-4	10	-4	2	-1.8	0.3	1.0	-2	1	-8
COC(=O)c1c(O)c2ccccc2[nH]c1=O	13	-9	-1	1	-0.8	-0.1	-2.2	-5	0	-4
